# TDP-43 yeast inh: qHTS of TDP-43 Inhibitors. TDP-43 expressing yeast growth rescue, BacTiter-Glo, 24 h. Potency, µM (highest dose often 46.1 µM), for inactives: at the highest dose growth rescue (activation), actives largely listed as activators. 1.8% of 410,000 active. AID 652104, 2013; also: potency is read from the fitted curve at half-maximal effect; % of control where 0% means no effect; nearly all actives have a fitted effect of over 50% in size
#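 Galactose-induced TDP-43 yeast, OD600=0.02, compound pinned; 24 hr, 30 deg C; BacTiter-Glo luminescence for growth. Inhibitors of TDP-43 toxicity read as activators.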
# aSyn rescue: qHTS of alpha-syn Inhibitors; Yeast expressing alpha-synuclein, growth rescue, BacTiter-Glo, 24 h; Potency, µM (top dose mostly 46.1 µM), for inactives: at the highest dose growth rescue (activation), hits mostly activators; 0.14% of 370,000 active; also: potency is read from the fitted curve at half-maximal effect; % of control where 0% means no effect; nearly all actives have a fitted effect of over 65% in size
#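 Galactose-induced alpha-syn yeast (OD600=0.02, raffinose-pregrown) + pinned cpd, 24 hr, 30 deg C; growth by BacTiter-Glo luminescence. Growth restoration scores as activation.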
# PTHR1 ag: qHTS for PTHR1 Agonists: Primary Screen; 0.075% of 410,000 active; Parathyroid hormone/parathyroid hormone-related peptide receptor (Homo sapiens), Q03431; AID 743266, 2014; Potency, µM (titrated, usually from 115 µM), for the others: at the highest dose activation, usual class: activators; HEK293 GP2 PTHR1 cells, GloSensor cAMP luminescence, 1 h; also: potency is read from the fitted curve at half-maximal effect; nearly all actives have a fitted effect of over 55% in size; some results filed as inactive show a strong effect at the top dose; inactives centre near -15; many of its hits are not listed in these tables
# Target sequence (Q03431 whole entry, looked up): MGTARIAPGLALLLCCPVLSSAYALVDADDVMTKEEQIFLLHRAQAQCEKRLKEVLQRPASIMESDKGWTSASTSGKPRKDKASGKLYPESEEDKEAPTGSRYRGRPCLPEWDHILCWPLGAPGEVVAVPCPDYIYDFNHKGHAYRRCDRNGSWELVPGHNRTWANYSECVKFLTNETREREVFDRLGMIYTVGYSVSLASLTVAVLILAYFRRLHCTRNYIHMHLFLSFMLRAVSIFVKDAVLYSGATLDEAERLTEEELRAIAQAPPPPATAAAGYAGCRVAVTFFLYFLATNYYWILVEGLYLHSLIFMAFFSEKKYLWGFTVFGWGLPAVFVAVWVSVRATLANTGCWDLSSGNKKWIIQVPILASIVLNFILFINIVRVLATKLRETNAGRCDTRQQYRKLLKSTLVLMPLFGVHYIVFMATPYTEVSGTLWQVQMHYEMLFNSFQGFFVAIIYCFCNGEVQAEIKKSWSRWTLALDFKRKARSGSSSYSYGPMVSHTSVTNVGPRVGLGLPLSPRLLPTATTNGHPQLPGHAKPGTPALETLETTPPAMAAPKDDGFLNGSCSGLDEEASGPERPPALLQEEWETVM
#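 HEK-293-derived GP2 cells expressing PTHR1 and a GloSensor cAMP reporter, 3,000/well, plated overnight, given luciferin plus IBMX (each 0.5 mM as added) for 1 h at 37 °C, then compound for 1 h at 37 °C. Luminescence was read after 15 min at room temperature.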
# GLP-1R inv ag: qHTS of GLP-1 Receptor Inverse Agonists (Inhibition Mode). HEK293 GLP-1R CRE-luciferase, luminescence, 24 h; GLP-1R form is constitutively active. Potency, µM (top dose mostly 38.3 µM), inactives show at the highest dose activity change, negative = inhibition, actives largely listed as inhibitors. 1.6% of 410,000 active; also: potency is read from the fitted curve at half-maximal effect; % is scaled to controls: 0 for no effect and ±100 for the full control effect; nearly all actives have a fitted effect of over 55% in size
# Target sequence (P43220 whole entry, looked up): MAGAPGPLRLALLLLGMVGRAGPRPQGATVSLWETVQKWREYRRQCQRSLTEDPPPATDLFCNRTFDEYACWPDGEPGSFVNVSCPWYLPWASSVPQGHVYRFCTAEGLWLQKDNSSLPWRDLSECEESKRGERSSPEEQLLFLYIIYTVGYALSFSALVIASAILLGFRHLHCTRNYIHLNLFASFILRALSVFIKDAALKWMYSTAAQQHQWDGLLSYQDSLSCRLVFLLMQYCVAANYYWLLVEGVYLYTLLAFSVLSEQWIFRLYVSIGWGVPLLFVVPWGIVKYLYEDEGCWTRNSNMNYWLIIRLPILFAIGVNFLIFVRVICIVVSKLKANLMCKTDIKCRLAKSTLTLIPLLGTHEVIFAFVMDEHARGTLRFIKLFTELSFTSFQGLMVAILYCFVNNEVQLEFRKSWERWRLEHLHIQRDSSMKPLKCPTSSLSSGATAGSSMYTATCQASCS
#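 Stable HEK293 clone (constitutively active GLP-1R + cAMP-response luciferase); 200 cells/uL plated, 12 h pre-culture, compound 24 hr, 37 deg C/5% CO2; detection reagent 12 min RT; luminescence.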
# HEK293 tox: qHTS of GLP-1 Receptor Inverse Agonists: Cytotox Screen; 0.13% of 410,000 active; HEK293 cAMP-luciferase reporter cells, luminescence, 24 h; AID 624418, 2012; Potency, µM (top dose mostly 38.3 µM), inactives show top-dose activity change, negative = inhibition, most hits filed as inhibitors;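 also: loss of luciferase light is scored as toxicity; potency is read from the fitted curve at half-maximal effect; % is scaled to controls: 0 for no effect and ±100 for the full control effect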
#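 1536-well qHTS counterscreen of the MLSMR; 200 cells/uL, 12 h pre-incubation, 23 nL cpd, 24 h at 37 deg C 5% CO2, luciferase detection reagent, 12 min RT, luminescence. Inhibition = undesired.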
# Abeta yeast res: qHTS for compounds that reverse cellular toxicity of Amyloid beta (A-beta) peptide in yeast: Primary Screen. AID 1347071, 2019. Potency, µM (series often up to 46.1 µM), inactives show at the highest dose growth rescue, usual class: activators. yeast expressing A-beta42, growth rescue, OD600, 48 h; response scale: 0% DMSO, 100% iron-clioquinol control. 0.063% of 410,000 active; also: potency is read from the fitted curve at half-maximal effect; nearly all actives have a fitted effect of over 55% in size
#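 Yeast growth medium received pinned compounds, then yeast cells expressing toxic A-beta were added; plates incubated at 30 C for 48 hr. Growth read as absorbance at 600 nm, normalized to DMSO and equimolar FeCl3 plus clioquinol controls.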
# MmCpn inh: Inhibitors of TCP-1 ring complex (TRiC) of Methanococcus maripaludis (MmCpn): qHTS; Chaperonin Mm-Cpn (Methanococcus maripaludis); purified Mm-Cpn ATPase, ADP Transcreener TR-FRET; Potency, µM (doses to about 76.9 µM), inactives show top-dose activity, negative = inhibition, hits mostly inhibitors; 0.031% of 330,000 active; AID 504842, 2011; also: potency is read from the fitted curve at half-maximal effect; % is scaled to controls: 0 for no effect and ±100 for the full control effect; nearly all actives have a fitted effect of over 80% in size
#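 Reaction buffer contained 30 mM Tris pH 7.4, 100 mM KCl, 5 mM MgCl2 and 1 mM DTT. Mm-CPN (25 nM final) hydrolysed 10 uM ATP over 30 min at 37°C; ADP was read by HTRF.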
# Akt phos inh: HTS Assay for Inhibitors of Akt Phophorylation: Primary Screen. AID 651550, 2012. activity change, % for hits at 50 µM. 0.32% of 360,000 active. Neuro2A IGF-stimulated pAkt S473 HTRF, 20 min; stronger effect = lower value; in the data active = activity change below about -80%; inconclusive = mostly about -51% to -80%; also: % is scaled to controls: 0 for no effect and ±100 for the full control effect
#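 Neuro2A cells in DMEM with 0.5% FBS, overnight at 37 deg C, given compound at single 50 µM final, then IGF (6 nM final) for 20 min at 37 deg C. Lysed; phospho-Akt Ser473 by HTRF after 24 h, 665/615 ratio.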
# FUS yeast rescue: qHTS for Suppressors of FUS Proteinopathy: Primary screen using FUS-linked yeast assay | S. cerevisiae FUS-expressing, growth rescue, OD600, 24 h | Potency, µM (doses to about 76.6 µM), inactives show top-dose growth rescue (activation), actives largely listed as activators | 0.24% of 390,000 active | AID 1347120, 2019;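 also: potency is read from the fitted curve at half-maximal effect; plate controls were DMSO vehicle for no effect and reference control for full effect; nearly all actives have a fitted effect of over 55% in size; some results filed as inactive show a strong effect at the top dose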
#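 Steps: raffinose overnight preculture; dilution to OD 0.005 in 2% galactose minimal medium; compound addition (concentration series); 24hr at 30C, 99% humidity; absorbance read at 600 nm.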
# Numbers without * were called inactive; i = inactive; ? = inconclusive; . = no result given; [ ] = dose if it differs, or a comment. Unless noted, calls follow the shape of the dose curve; as a rule, active = well fitted curve in the direction sought with a large enough effect; inconclusive = small, poorly fitted or top-dose-only effect, or another doubt; inactive = no such curve, though single readings can be large; an effect the other way counts as inactive or inconclusive. A portion of the library; the hit share may differ from the screen's.
# Preview:
SMILES,TDP-43 yeast inh,aSyn rescue,PTHR1 ag,GLP-1R inv ag,HEK293 tox,Abeta yeast res,MmCpn inh,Akt phos inh,FUS yeast rescue
CCOc1ccc(N2CC(C(=O)N3CCCCC3)CC2=O)cc1 (stereo not drawn),8%,-2%,-2%,11%,5%,-10%,0%,i,4%
COc1ccc(C(=O)CC(=O)C(=O)Nc2cc(C)ccc2C)cc1,-6%,-14%,-21%,-5%,5%,9%,-1%,i,8%
O=C1Nc2ccccc2-n2nnnc2C1N1CCN(c2cccc(C(F)(F)F)n2)CC1 (stereo not drawn),0%,4%,-7%,-22%,-4%,7%,.,i,26%
O=C(O)c1ccoc1CN1CCCCC1,3%,.,i,2%,1%,12%,2%,.,-5%
Cc1ccc(CCNC(=O)C2COc3ccccc3C2)cc1 (stereo not drawn),-6%,.,-13%,-6%,7%,-10%,.,.,-7%
Cc1cc(C(=O)Nc2ccc(C#N)cc2)on1,21%,2%,-4%,12%,1%,-1%,0%,i,-16%
O=C(c1ccc(Cl)cc1)c1c[nH]c(C(=O)NNc2cccc(Cl)n2)c1,-5%[9.22 µM],2%,i,?,?,-1%,3%,i,-16%

# Main list, from the first entry:
SMILES,TDP-43 yeast inh,aSyn rescue,PTHR1 ag,GLP-1R inv ag,HEK293 tox,Abeta yeast res,MmCpn inh,Akt phos inh,FUS yeast rescue
CCOc1ccc(N2CC(C(=O)N3CCCCC3)CC2=O)cc1 (stereo not drawn),8%,-2%,-2%,11%,5%,-10%,0%,i,4%
COc1ccc(C(=O)CC(=O)C(=O)Nc2cc(C)ccc2C)cc1,-6%,-14%,-21%,-5%,5%,9%,-1%,i,8%
O=C1Nc2ccccc2-n2nnnc2C1N1CCN(c2cccc(C(F)(F)F)n2)CC1 (stereo not drawn),0%,4%,-7%,-22%,-4%,7%,.,i,26%
O=C(O)c1ccoc1CN1CCCCC1,3%,.,i,2%,1%,12%,2%,.,-5%
Cc1ccc(CCNC(=O)C2COc3ccccc3C2)cc1 (stereo not drawn),-6%,.,-13%,-6%,7%,-10%,.,.,-7%
Cc1cc(C(=O)Nc2ccc(C#N)cc2)on1,21%,2%,-4%,12%,1%,-1%,0%,i,-16%
O=C(c1ccc(Cl)cc1)c1c[nH]c(C(=O)NNc2cccc(Cl)n2)c1,-5%[9.22 µM],2%,i,?,?,-1%,3%,i,-16%
O=C(Nc1cccc(C(=O)N2CCCC2)c1)c1ccccc1Cl,-1%,-3%,i,0%,4%,14%,0%,i,-11%
CN1CCC(N(C)S(=O)(=O)c2ccc(NC(=O)COc3ccc(Cl)cc3)cc2)CC1,5%,-8%[1.84 µM],-10%,?,-4%,-1%,0%,i,1%
O=C(OCc1cc(=O)n2cc(Br)ccc2n1)C1COc2ccccc2O1 (stereo not drawn),10%,5%,9%[57.5 µM],8%,19%,-5%,-5%,i,21%
COc1ccc(/C=C/C(=O)Nc2ccc3c(c2)CCC3)cc1OC,6%,-14%,-1%,?,-14%,-17%,1%,i,.
O=C(NC1CC1)c1ccc(Cl)c(S(=O)(=O)N2CCOCC2)c1,4%,-1%,i,10%,5%,1%,1%,i,-6%
COCC(C)NC(=O)CSc1nnc(-c2cccc(S(=O)(=O)N3CCCCC3)c2)o1 (stereo not drawn),-9%,4%,7%,-14%,-2%,-20%,1%,i,2%
CSc1nc(N)nc2c1ncn2CC(=O)NCCCN1CCCC1=O,9%,-4%,i,6%,0%,-2%,0%,i,-24%
Cc1ccc(-c2nnc(SCC(=O)NNC(=O)COc3ccccc3C)n2C)cc1,2%,-5%,i,2%,-15%,13%,-1%,i,1%
COc1ccc(Cl)cc1NC(=O)CSc1nc2sccc2c(=O)[nH]1,-22%,-11%,-14%,-1%,-4%,4%,-14%,i,9%
CCC(=O)N1CCc2cc(Br)cc(S(=O)(=O)NCc3ccccc3)c21,12%,.,18%,6%,12%,-12%,.,.,-7%
Fc1cccc(CN2CCC(Cc3ccccc3)CC2)c1,11%,13%,-19%,?,-7%,-6%,-3%,i,-17%
COC(=O)Cc1[nH]c(Cl)nc1C(N)=O,-7%,3%,i,43%[activator],7%,-9%,2%,i,-2%
CCCn1c(C)cc(C(=O)CN2C(=O)NC3(CCCCCC3)C2=O)c1C,-33%[inhibitor],7%,-20%,?,-6%,-10%,.,i,7%
COc1ccc(NC(=O)COC(=O)Cn2nnc3ccccc32)cc1,15%,-1%,?,17%,-1%,-2%,-2%,i,-45%
Cc1cc(NC(=O)CSc2nnc3c(C)cc4ccccc4n23)no1,-14%,1%,?,-3%,-8%,6%,1%,i,20%
N/C(=N\OC(=O)CCC1CCCCC1)c1cccnc1,13µM*,-1%,i,82%[activator],-16%,9%,0%,i,7%
COc1ccccc1CCNC(=O)CSc1ccc(-c2cccs2)nn1,-2%,1%,i,?,-2%,9%,-6%,i,4%
O=C(N/N=C/c1ccc(O)c(O)c1)c1cc(-c2ccccc2)nc2ccccc12,1%,-3%,-18%,67%[activator],2%,11%,0%,i,16%
CCN(CC)C(=O)C1=C(C)NC(=S)NC1c1cccs1 (stereo not drawn),2%,0%,i,-19%,7%,-3%,2%,i,-23%
COc1ccccc1CNC(=O)CSc1ccc(-c2sc(-c3ccccc3)nc2C)nn1,?,.,-14%,25%,3%,2%,.,.,21%
CSc1nc2ncc(-c3ccsc3)c(N)n2n1,11%,-1%,-13%,6%,3%,-6%,-2%,i,-10%
COCc1cc(C)nc(OCC(=O)N/N=C/c2ccc(C)cc2)c1C#N,16%,2%,i,-28%,-14%,-1%,1%,i,-9%
COc1ccc(S(=O)(=O)NCCc2c(C)nn(C)c2Oc2ccccc2)cc1,17%,11%,-29%,6%,-11%,12%,-1%,i,25%
COc1ccnc(Oc2ccc(F)cc2)c1C(=O)N/C=N/OCc1ccccc1,-11%,0%,-13%,0%,-4%,-20%,1%,i,5%
O=C(Nc1ncccc1O)c1ccc2c(c1)OCCO2,7%,0%,-37%[inhibitor],6%,-13%,1%,1%,i,1%
CCn1c(SCC(=O)NC2CCS(=O)(=O)C2)nnc1-c1ccccc1 (stereo not drawn),14%,1%,i,5%,-10%,-15%,1%,i,3%
Cc1cc2oc(C(=O)Nc3cccc(-c4nc5ccccc5o4)c3)c(C)c2cc1Cl,3%,.,-4%,-3%,-3%,-14%,.,.,-6%
Cc1nc2c(Cl)c(C)nn2c2c1CCC2,.,-3%,i,62%[activator],-3%,-16%,-14%,i,0%
COc1ccc(-c2nn(-c3ccccc3)cc2C2CC(c3cccs3)=NN2C(=O)CCCC(=O)O)cc1 (stereo not drawn),7%,7%,-5%,21%,-13%,-15%,0%,i,.
COCC(=O)n1nc(-c2ccccc2)nc1NCc1ccccc1,1%,0%,-16%,11%,-12%,-5%,2%,i,-24%
CCOc1ccc(OCCSc2nc3ccccc3n2CC(=O)O)cc1,-3%,-5%,i,7%,-13%,-15%,2%,i,18%
CC(=NNC(=S)N1CC2CCC(CC2)C1)c1cccc(C)n1,-84%[inhibitor],-44%[inhibitor],-5%,?,-5%,-59%[inhibitor],.,i,.
CCOC(=O)c1[nH]c2ccccc2c1NC(=O)CN(C)C,10%,0%,i,13%,-2%,12%[9.22 µM],3%,i,-52%

# Laid out differently: entries from further up
Cc1nc2c(Cl)c(C)nn2c2c1CCC2
  TDP-43 yeast inh: . | aSyn rescue: -3% | PTHR1 ag: i | GLP-1R inv ag: 62%[activator] | HEK293 tox: -3% | Abeta yeast res: -16% | MmCpn inh: -14% | Akt phos inh: i | FUS yeast rescue: 0%
COc1ccc(-c2nn(-c3ccccc3)cc2C2CC(c3cccs3)=NN2C(=O)CCCC(=O)O)cc1 (stereo not drawn)
  TDP-43 yeast inh: 7% | aSyn rescue: 7% | PTHR1 ag: -5% | GLP-1R inv ag: 21% | HEK293 tox: -13% | Abeta yeast res: -15% | MmCpn inh: 0% | Akt phos inh: i | FUS yeast rescue: .

# Next section
SMILES,TDP-43 yeast inh,aSyn rescue,PTHR1 ag,GLP-1R inv ag,HEK293 tox,Abeta yeast res,MmCpn inh,Akt phos inh,FUS yeast rescue
Cc1ccc(C(=O)COC(=O)c2nc3nccc(C)n3n2)c(C)c1,-1%,4%,i,12%,-10%,8%,-4%,i,.
O=C(Nc1ccc(N2CCN(C(=O)c3ccccc3)CC2)cc1)c1ccc2c(c1)OCCO2,0%,0%,-54%[inhibitor],-12%,-13%,-4%,1%,i,.
Nn1c(SCC(=O)NCc2ccccc2)nnc1C1CC1,-24%,5%,?,0%,-13%,-6%,0%,i,33%
Cc1ccc(CN2C3CCCC2CC(NC(=O)c2ccc(C)cc2)C3)cc1 (stereo not drawn),-2%,11%,i,-11%,2%,-2%,-1%,i,-4%
Cc1nc(-n2nc(C)c(CCC(C)C)c2C)sc1C(=O)Nc1ccc(Br)cc1,14%,.,-5%,11%,7%,-13%,.,.,-16%
CCOC(=O)C1(Cc2cccc(Cl)c2)CCCN(C(=O)c2ccoc2C)C1 (stereo not drawn),-14%,-28%,?,?,2%,-8%,1%,i,17%
COc1ccccc1-c1nc(SCC(=O)O)n[nH]1,-9%,0%,-3%[57.5 µM],6%,-15%,27%,2%,i,23%

# Bioassay records deposited in PubChem BioAssay by National Center for Advancing Translational Sciences (NCATS).
